CCR6 antag: blocks CCL20-driven beta-arrestin recruitment at human CCR6; 340,000 compounds, 0.49% hits; AID 493098; P51684; CHO-K1 CCR6 PathHunter beta-arrestin, luminescence, CCL20-stimulated; inhibition, % at 20 µM;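 active = compounds whose inhibition of the agonist-driven luminescence signal at 20 µM reaches about 50%, limit read from the data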;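 note: cells stimulated with CCL20 at 14 nM final; plate controls were DMSO with CCL20 for no effect and DMSO without agonist for full effect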
697 NFkB inh: inhibitors of the PMA/ionomycin-induced NF-kB reporter in 697 B cells; 697 B-cell NF-kB luciferase reporter, 16 h; inhibition, % at 4 µM; 330,000 compounds, 0.33% hits; AID 435022; in the data active = inhibition above about 35%
Gli-Sufu antag: Gli-Sufu pathway antagonism; 340,000 compounds, 0.74% hits; inhibition, % at 5 µM; Sufu-KO-LIGHT fibroblasts, Gli luciferase reporter luminescence;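 active = inhibition above about 55%, limit read from the data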;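 note: 0% = DMSO-treated cells and 100% = wells with medium but no cells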
UBC13 polyUb: human UBC13 polyubiquitination inhibition. UBC13 polyubiquitin chain formation, TR-FRET. inhibition, % at 20 µM. 330,000 compounds, 0.47% hits. AID 485273; in the data active = inhibition above about 45%, passing the limit was not always enough
EBI2 antag: EBI2 (human) antagonism. P32249. EBI2 beta-arrestin recruitment, luminescence, 7a,25-OHC stimulated. inhibition, % at 5 µM. 360,000 compounds, 0.81% hits; in the data active = inhibition above about 38%;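 note: enzyme fragment complementation signal reports receptor beta-arrestin coupling in cells; 0% = agonist plus DMSO wells and 100% = wells without agonist; some results beyond the cut were filed as inactive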
Apaf1 inhib: human Apaf-1 inhibition; reconstituted apoptosome caspase-3 activity, DEVD-Rh110 fluorescence; inhibition, % at 20 µM; 330,000 compounds, 0.71% hits; active = inhibition of at least 40% at 20 µM;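 note: plate controls were DMSO wells for no effect and DEVD-CHO caspase inhibitor wells for full effect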
Target sequence (O14727 whole entry, looked up): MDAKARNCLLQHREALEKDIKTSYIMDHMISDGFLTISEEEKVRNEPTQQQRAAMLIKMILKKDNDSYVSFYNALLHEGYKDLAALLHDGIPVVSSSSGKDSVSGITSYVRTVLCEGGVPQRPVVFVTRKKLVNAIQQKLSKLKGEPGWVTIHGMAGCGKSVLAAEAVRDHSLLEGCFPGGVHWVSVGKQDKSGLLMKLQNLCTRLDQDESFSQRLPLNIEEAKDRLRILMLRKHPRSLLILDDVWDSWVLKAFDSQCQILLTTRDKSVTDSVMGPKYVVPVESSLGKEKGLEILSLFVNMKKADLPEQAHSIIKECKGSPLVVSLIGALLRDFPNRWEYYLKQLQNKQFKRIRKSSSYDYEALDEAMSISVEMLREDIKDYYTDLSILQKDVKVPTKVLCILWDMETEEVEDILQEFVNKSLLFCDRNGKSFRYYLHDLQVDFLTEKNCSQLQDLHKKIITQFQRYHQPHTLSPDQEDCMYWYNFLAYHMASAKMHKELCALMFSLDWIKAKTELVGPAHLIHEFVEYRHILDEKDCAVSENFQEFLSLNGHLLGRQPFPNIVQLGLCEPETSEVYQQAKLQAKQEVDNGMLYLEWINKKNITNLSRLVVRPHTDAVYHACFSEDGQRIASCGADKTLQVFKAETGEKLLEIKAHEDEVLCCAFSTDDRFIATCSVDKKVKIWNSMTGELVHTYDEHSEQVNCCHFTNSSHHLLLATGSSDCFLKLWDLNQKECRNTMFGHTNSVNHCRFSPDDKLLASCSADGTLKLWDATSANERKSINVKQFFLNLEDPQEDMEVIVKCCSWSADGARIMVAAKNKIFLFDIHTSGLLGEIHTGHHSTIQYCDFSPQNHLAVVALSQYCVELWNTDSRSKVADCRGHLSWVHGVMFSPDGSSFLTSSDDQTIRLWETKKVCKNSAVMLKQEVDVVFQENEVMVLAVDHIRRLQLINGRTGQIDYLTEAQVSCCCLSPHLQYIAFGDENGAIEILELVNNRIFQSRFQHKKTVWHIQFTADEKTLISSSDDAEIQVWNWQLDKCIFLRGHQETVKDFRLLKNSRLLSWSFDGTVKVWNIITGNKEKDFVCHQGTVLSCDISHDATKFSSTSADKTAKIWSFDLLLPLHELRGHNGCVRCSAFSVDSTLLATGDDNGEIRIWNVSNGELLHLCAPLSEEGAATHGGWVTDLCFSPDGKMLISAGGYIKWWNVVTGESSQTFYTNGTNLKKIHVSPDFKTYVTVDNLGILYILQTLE
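Material: reconstituted apoptosome with Apaf-1, cytochrome c, caspase-9, procaspase-3, dATP; medium: pH 7.5 Hepes buffer with CHAPS, BSA, DTT; also added: cytochrome c and DEVD-Rh110 substrate; timing: 30 min plus 50 min, RT; signal: Rh110 fluorescence intensity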
Jurkat NFkB inh: inhibitors of the PMA/ionomycin-induced NF-kB reporter in Jurkat cells; AID 435003; inhibition, % at 4 µM; 330,000 compounds, 0.53% hits; PMA/ionomycin-induced NF-kB luciferase reporter, luminescence
SENP8 block: inhibitors of human SENP8 protease. Q96LD8. purified SENP8, Z-RLRGG-aminoluciferin cleavage, luminescence. inhibition, % at 10 µM. 330,000 compounds, 1.2% hits. AID 2540
* marks the source's active call; other numbers are inactive results; / = no result given. Cut-off read from the data, not from the text of the source, unless noted: active = inhibition above about 50%; inactive = the rest.

SMILES	CCR6 antag	697 NFkB inh	Gli-Sufu antag	UBC13 polyUb	EBI2 antag	Apaf1 inhib	Jurkat NFkB inh	SENP8 block
CCOc1ccc(C(C)=O)cc1COC(=O)c1ccc2c(c1)NC(=O)CS2	9	18	-16	8	13	30	11	6
O=c1c2c(nc3c(-c4cccc5ccccc45)c[nH]n13)CCC2	-7	14	-1	4	-2	7	3	-7
CCOc1cc(C(N)=O)cc(Br)c1OCc1ccccc1	-8	4	1	15	7	8	4	1
COc1ccc(CCNC(=O)c2nnn(-c3cc(C)cc(C)c3)c2N)cc1OC	-21	22	7	4	3	-1	12	-1
CCc1ccccc1NC(=O)CSc1nnc(CCNC(=O)OC(C)(C)C)o1	1	8	2	5	17	-28	-5	7
CCOC(=O)C1(CCOc2ccccc2)CCN(Cc2ccc(OC)c(COC)c2)CC1	9	-30	57*	-3	-1	19	46	-15
O=C(CCNC(=O)C1CCN(S(=O)(=O)c2ccc(F)cc2)CC1)NCc1ccc(Cl)cc1	3	15	61*	3	-5	0	-9	5
O=C(CCS(=O)(=O)Cc1ccccc1)N1CCN(Cc2ccccc2)CC1	-12	-14	9	-1	-3	-3	-16	-13
Cn1ncc(N=Cc2c(O)ccc3ccccc23)c1C(=O)N1CCOCC1	10	25	5	3	-17	7	8	9
COc1cccc2[nH]c3c(N4CCc5ccccc5C4)ncnc3c12	3	-5	14	15	/	-6	-31	5
N#Cc1ccc(S(=O)(=O)N2CCc3[nH]c4ccc(F)cc4c3C2)cc1	17	14	12	10	24	-6	4	-4
O=C(O)c1nn(Cc2nc3ccccc3o2)c(=O)c2ccccc12	8	11	-31	0	-3	7	3	-10
CCC(C(=O)OCC(=O)Nc1ccc(OC)cc1OC)c1ccccc1 (stereo unspecified)	10	3	0	-6	-3	16	-5	-4
O=C(Nc1nnc(-c2ccc(Br)cc2)o1)c1cccc(N2C(=O)CCC2=O)c1	2	-18	-10	-2	-18	-1	-1	2
Cn1cc(/C=C(\NC(=O)c2ccccc2Cl)C(=O)N2CCOCC2)c2ccccc21	2	-11	0	-13	2	-7	-17	-6
Cc1ccc(CNC(=O)c2nnc(CS(=O)(=O)c3ccccc3)o2)cc1	-3	-30	-12	-9	5	13	1	-18
COc1cc(OC)c(C(=O)Nc2cccc3ccccc23)cc1OC	15	7	5	2	12	12	-13	-7
COc1ccccc1NC(=O)c1cc2ccccc2o1	5	-65	-10	-5	10	10	-79	34
O=C1c2ccccc2C(=O)N1CC1c2ccccc2CCN1C(=O)CN1CCOCC1 (stereo unspecified)	13	14	2	3	-2	3	19	2
Cc1ccc(OCCCC(=O)NC(C)c2ccccc2)cc1 (stereo unspecified)	-8	-2	-4	7	15	-3	0	3

6 of the entries above in order of their number in EBI2 antag, lowest first:
| molecule | EBI2 antag |
| --- | --- |
| CCC(C(=O)OCC(=O)Nc1ccc(OC)cc1OC)c1ccccc1 (stereo unspecified) | -3 |
| O=c1c2c(nc3c(-c4cccc5ccccc45)c[nH]n13)CCC2 | -2 |
| CCOC(=O)C1(CCOc2ccccc2)CCN(Cc2ccc(OC)c(COC)c2)CC1 | -1 |
| Cc1ccc(CNC(=O)c2nnc(CS(=O)(=O)c3ccccc3)o2)cc1 | 5 |
| COc1cc(OC)c(C(=O)Nc2cccc3ccccc23)cc1OC | 12 |
| CCc1ccccc1NC(=O)CSc1nnc(CCNC(=O)OC(C)(C)C)o1 | 17 |

(listing goes on)
SMILES	CCR6 antag	697 NFkB inh	Gli-Sufu antag	UBC13 polyUb	EBI2 antag	Apaf1 inhib	Jurkat NFkB inh	SENP8 block
COc1ccc(CC(=O)Oc2cc(C)ccc2C)cc1	15	-7	5	-14	6	17	-15	-5
O=C(CNc1ccccc1Cl)N/N=C1\CCCc2ccccc21	15	20	-4	-16	-4	9	13	-14
CC1(C)C(C=C(Cl)Cl)C1C(=O)N1CCN(Cc2ccccc2)CC1 (stereo unspecified)	8	-42	9	3	4	4	1	1
C=CCNC(=O)C1CC(=O)N(c2ccc(OCC(=O)N3CCCC3)cc2)C1 (stereo unspecified)	8	-5	10	0	-18	-6	8	-8
O=C(NCCOCc1ccccc1)C(c1ccccc1)c1ccccc1	11	10	-16	-16	12	9	11	-1
COc1ccc(Cn2cccc(NC(=O)Nc3ccc(F)cc3)c2=O)cc1	2	13	-3	0	2	8	14	-3
O=C1CN=C(Nc2cccc(C(F)(F)F)c2)N1C1CCCC1	10	-8	-10	-1	-9	8	-3	0
CCOc1ccc(N(CC(=O)NCc2ccccc2)S(C)(=O)=O)cc1	3	8	4	0	4	-11	-10	2
CC(=O)Oc1c(C)cc(O)c2ccccc12	/	0	/	4	/	-14	4	7
O=C(CN1CCN(c2ccc(F)cc2)CC1)NCC1CCCO1 (stereo unspecified)	-7	-9	-3	5	2	-9	2	1
COc1oc(-c2ccccc2)nc1C(F)(F)F	1	14	-1	7	-1	-26	-4	2
Nc1ccc2nc(-c3ccc(Cl)cc3)[nH]c2c1	-13	-65	/	-2	-3	27	0	66*
Cc1ccc(NC(=O)CN(C)C(=O)C2COc3ccccc3O2)cc1 (stereo unspecified)	-3	2	-5	4	-1	-12	-10	3
CC(=O)Nc1ccccc1OCC(=O)NC1CCCCC1C (stereo unspecified)	7	14	1	4	3	0	-8	0
COCCNC(=O)C(=O)c1c(-c2ccccc2)[nH]c2ccccc12	2	17	8	-17	2	-8	15	-3
Cc1ccc(/C=C/C(=O)Nc2ccc(S(N)(=O)=O)cc2)o1	2	6	-1	-7	5	2	13	2
O=C(/C=C/c1ccccc1)Nc1ccc(NC(=O)c2cccs2)cc1	6	-6	-15	0	5	-10	-4	8
COCC(C)OC(=O)c1c(N)n(-c2ccc(OC)c(OC)c2)c2nc3ccccc3nc12 (stereo unspecified)	-1	27	-2	4	/	-15	24	4
O=C(CN1CCOCCOCCN(CC(=O)Nc2ccccc2)CCOCC1)Nc1ccccc1	1	-5	-2	-4	5	2	-19	0
c1cnc2c(C3NCCc4c3[nH]c3ccccc43)cccc2c1 (stereo unspecified)	6	17	1	9	4	8	-1	-6
CCOC(=O)C(CCC#N)(CCC#N)C(=O)OCC	8	15	0	0	-12	-3	15	-2
CSc1nc(Oc2cccc(C(F)(F)F)c2)cc(C(F)(F)F)n1	20	20	-6	-6	-12	-5	-3	-7
COc1ccc(NC(=O)CC(CC(=O)O)c2cc(OC)c(OC)c(OC)c2)cc1 (stereo unspecified)	13	26	3	-2	6	1	5	5
Clc1ccc(-n2nnnc2SCc2c(-c3ccccc3)nc3sccn23)cc1	-4	-8	31	-6	14	14	0	6
Cc1cc(C)c(Cn2c(=O)n(CCCC(=O)NCc3ccco3)c(=O)c3ccccc32)c(C)c1	9	-8	3	-9	9	4	-2	9
CCN(CC)S(=O)(=O)c1cc(NC(=O)COc2ccc(C#N)cc2OC)ccc1C	0	4	11	9	10	7	-6	-2
Clc1ccc(SCCOCCN2CCCCCC2)cc1	19	-16	20	10	2	11	-3	-11
Cc1c(NC(=O)Nc2ccc(C#N)cc2)c(=O)n(-c2ccccc2)n1C	-1	14	3	3	6	1	16	5
Cc1ccc(C2C(C(N)=S)=C(N)OC3=C2C(=O)CC(C)(C)C3)cc1 (stereo unspecified)	19	3	2	4	-4	7	-8	0
CCC1=Nc2ccccc2NC2=C1C(=O)CCC2	11	9	17	-16	-5	4	-5	8
COc1ccccc1NC(=O)C(C)OC(=O)c1nc2nc(C)cc(C)n2n1 (stereo unspecified)	3	-8	-8	2	-13	1	-11	10
O=C(CCc1nc2ccccc2c(=O)[nH]1)OCC(=O)N1CCc2ccccc21	-7	-25	-2	6	-2	3	-5	-4
Cc1ccc(S(=O)(=O)N2CCN(CC(=O)N/N=C\c3ccncc3)CC2)cc1	2	7	3	3	-1	-7	-15	2
CC(=O)NC1C(OCc2ccccc2)OC2COC(C)(C)OC2C1O (stereo unspecified)	14	12	3	-5	-3	3	-4	-5
Cc1cc(C)c(S(=O)(=O)c2ccccc2)c(OC(=O)c2c(Cl)cc(Cl)cc2Cl)n1	6	17	2	5	14	19	-2	1
O=C(O)c1cccc(NC(=O)c2cn(-c3ccccc3)nc2-c2ccc(F)cc2)c1	9	-23	6	-10	-5	-3	-14	10
Cc1ccc(S(=O)(=O)N/N=C2/CC(c3ccccc3)Oc3ccccc32)cc1[N+](=O)[O-] (stereo unspecified)	-1	-17	13	-6	14	-1	-34	-1
O=C(NCc1ccco1)/C(=C\C=C\c1ccccc1)NC(=O)c1ccco1	1	14	-3	-7	3	-1	14	3
COc1cc(C(=O)NC2CC3CCCC(C2)N3Cc2ccccc2)cc(OC)c1OC (stereo unspecified)	-3	-52	18	0	-6	-2	-24	-4
Cc1ccsc1C(=O)N/N=C/c1ccc2c(c1)OCO2	-4	-196	-80	2	16	-5	-154	96*

Copied from the list.
`CSc1nc(Oc2cccc(C(F)(F)F)c2)cc(C(F)(F)F)n1` in CCR6 antag has 20
`CCC1=Nc2ccccc2NC2=C1C(=O)CCC2` in UBC13 polyUb has -16

(more compounds)
SMILES	CCR6 antag	697 NFkB inh	Gli-Sufu antag	UBC13 polyUb	EBI2 antag	Apaf1 inhib	Jurkat NFkB inh	SENP8 block
Cc1cc(C(=O)N2CCN(S(=O)(=O)c3ccccc3C#N)CC2)c(C)o1	-1	3	15	-7	-11	3	-7	-7
O=C(N1CCN(c2ccc(F)cc2)CC1)C12CC3CC(CC(C3)C1)C2	8	-29	9	0	17	18	0	-7
COc1ccc2nc(SCC(=O)Nc3ccccc3C#N)[nH]c2c1	0	12	-18	8	-14	-9	-21	-2
Cc1c(C(=O)Nc2ccc(-n3cnnn3)cc2)oc2ccccc12	3	-5	3	0	-4	-16	-3	1
NN1C(=O)/C(=C\c2ccco2)SC1=S	4	-18	-4	-21	-9	-12	-18	-4
O=C(NCCc1ccccc1)C1CCN(C(=O)c2ccc([N+](=O)[O-])cc2)CC1	5	-3	3	7	7	-4	4	7
CCOC(=O)c1ccccc1NC(=O)CSc1ccc(-c2ccccn2)nn1	9	0	6	-12	1	16	-21	-5
O=C1CCC/C=C/C[C@@H](CC(=O)N(CCO)Cc2ccccc2)C(=O)NC[C@H](c2ccccc2)O1	15	-17	15	-14	-3	-4	-5	-10
CCOC(=O)Cn1cc(/C=N/N2C(=O)C3C4C=CC(C4)C3C2=O)c2ccccc21 (stereo unspecified)	9	2	-7	-3	-17	5	-2	1
CCCc1nnc(-c2cc(OC)c(OC)c(OC)c2)o1	-23	6	-2	-6	-7	-6	-1	-6
Oc1cccc(/C=N/Nc2ccc(Cl)nn2)c1O	3	-53	47	-4	3	0	55*	15
COC(=O)c1cn(Nc2ncc(C(F)(F)F)cc2Cl)c(=O)c2ccccc12	12	16	-4	7	-6	0	1	0
O=C(c1ccc(NC2=NC3CS(=O)(=O)CC3S2)cc1)N1CCN(c2ccccc2F)CC1 (stereo unspecified)	4	7	-4	0	-9	5	-13	-14
CCC/C=N/Nc1nnc(Cc2ccccc2)c(=O)[nH]1	7	8	4	0	-9	3	3	-2
CC(/C=N/NC(=O)c1ccc(CN2c3cccc4cccc(c34)S2(=O)=O)cc1)c1ccccc1 (stereo unspecified)	4	0	-5	-9	-1	19	-10	-3
O=C(Cc1ccc(S(=O)(=O)N2CCCCC2)cc1)NCc1ccc(Cl)cc1	17	7	-10	14	-2	1	-1	2
O=C(CC1(O)C(=O)Nc2ccccc21)c1cccnc1 (stereo unspecified)	2	14	2	-5	-1	-15	-12	-6
O=C(O)c1ccc(/C=N/n2cc(-c3ccccc3)[nH]c2=S)cc1	-9	4	6	-5	4	-7	-9	-2
CCOC(=O)C(C)n1nc(/C=C/c2ccc(OC)cc2)ccc1=O (stereo unspecified)	17	14	9	8	1	14	5	-7
CCCC(CCC(=O)Nc1ccc(C(=O)OC)cc1)C(=O)O (stereo unspecified)	3	18	0	1	-10	-16	7	0
CCCn1c(=S)[nH]c2cc(C(=O)N(CCO)Cc3ccccc3)ccc2c1=O	18	13	8	16	9	15	0	-10

High-throughput results: PubChem, Sanford-Burnham Center for Chemical Genomics

The list is partial; count on the stated rates, not on these rows.
